# Screening data: PubChem, National Center for Advancing Translational Sciences (NCATS)
# AmpC inh no detg = qHTS Inhibitors of AmpC Beta-Lactamase (assay without detergent); Potency, µM (highest dose often 57.1 µM), for the others: at the top dose activity change, negative = inhibition, hits mostly inhibitors; actives 0.52% (n = 330,000); AID 485341, 2010; P00811; AmpC nitrocefin hydrolysis, absorbance 480 nm, 0.0001% Triton;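 further: potency means the concentration at half of the fitted maximal effect; plate controls were no compound for no effect and no enzyme for full effect; nearly all actives have a fitted effect of over 20% in size; some results filed as inactive show a strong effect at the top dose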
# Target sequence (P00811 whole entry, looked up): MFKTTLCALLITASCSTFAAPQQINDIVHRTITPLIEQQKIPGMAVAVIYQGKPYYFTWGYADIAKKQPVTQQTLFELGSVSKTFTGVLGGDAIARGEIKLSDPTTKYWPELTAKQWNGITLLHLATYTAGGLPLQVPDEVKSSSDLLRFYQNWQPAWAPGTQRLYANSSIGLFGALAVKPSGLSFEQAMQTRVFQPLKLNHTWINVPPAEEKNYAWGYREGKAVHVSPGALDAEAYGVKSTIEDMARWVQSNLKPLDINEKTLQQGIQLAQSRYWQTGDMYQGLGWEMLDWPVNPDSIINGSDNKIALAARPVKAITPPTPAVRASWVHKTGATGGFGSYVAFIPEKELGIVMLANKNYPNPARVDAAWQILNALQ
#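 AmpC (5.3 nM in the dispensed reagent) in 20 mM phosphate pH 7.0 with 0.01% (detergent screen) or 0.0001% Triton X-100 was preincubated with compounds for 15 min at room temperature. Nitrocefin was then added from an 800 uM solution, and hydrolysis was followed at 480 nm.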
# Sm TGR inh = qHTS Assay for the Inhibitors of Schistosoma Mansoni Peroxiredoxins; purified TGR, DTNB reduction, TNB absorbance 405 nm; Potency, µM (highest dose often 114 µM), for the others: at the top dose activity change, negative = inhibition, usual class: inhibitors; Schistosoma mansoni thioredoxin glutathione reductase (TGR), Q962Y6; actives 3% (n = 360,000); further: potency means the concentration at half of the fitted maximal effect; nearly all actives have a fitted effect of over 60% in size
#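 Kinetic colorimetric format: TGR-catalysed, NADPH-driven DTNB reduction monitored via TNB absorbance. Enzyme dispensed at 20 nM; compound exposure 15 min at room temperature before reaction start.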
# AmpC inh detg = qHTS Inhibitors of AmpC Beta-Lactamase (assay with detergent); Potency, µM (doses to about 114 µM), for inactives: at the highest dose activity change, negative = inhibition, hits mostly inhibitors; AID 485294, 2010; P00811; AmpC hydrolysis of nitrocefin, absorbance 480 nm, 0.01% Triton; actives 0.041% (n = 370,000);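 further: potency means the concentration at half of the fitted maximal effect; 0% = no-compound wells and -100% = no-enzyme wells; nearly all actives have a fitted effect of over 25% in size; some results filed as inactive show a strong effect at the top dose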
#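 20 mM phosphate pH 7.0 + 0.01% (detergent screen) or 0.0001% Triton X-100; 5.3 nM AmpC reagent; cpd preinc 15 min RT; nitrocefin (800 uM stock) to start; A480 q20 s × 4 min; Activity was normalised to no-enzyme and no-compound control wells.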
# TbPYK inhibitor = qHTS of Trypanosoma Brucei Inhibitors. pyruvate kinase (Trypanosoma brucei), Q57TT1. TbPYK enzyme, Kinase-Glo Plus ATP luminescence, 45 min. Potency, µM (top dose mostly 76.8 µM), without a hit: top-dose activity, negative = inhibition, usual class: inhibitors. actives 0.12% (n = 410,000). AID 624173, 2012; further: potency means the concentration at half of the fitted maximal effect; nearly all actives have a fitted effect of over 50% in size
#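 Enzyme and substrate buffer are dispensed first and compound is pin-transferred. ADP at 130 uM final then starts the reaction, which runs 45 min at room temperature. Detection reagent is added for 10 min before luminescence is imaged.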
# HCMV inh = qHTS Assay for inhibitors of the human cytomegalovirus (HCMV). HFF cells, HCMV-luciferase reporter, 72 h; stronger effect = lower value. activity change, negative = inhibition, % at 57.5 µM. actives 4.5% (n = 410,000). AID 1259415, 2018; in the data active means activity change below about -60%; inconclusive means no clear call, values can overlap the other calls; inactive means above about -39%
#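 HFF cells seeded 16 h at 37C, treated with compounds, infected with luciferase-reporter HCMV at MOI 1 PFU/cell; luciferase read at 72 h post infection, normalized to buffer-only and Salinomycin controls.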
# AMA1-RON2 inh = qHTS for Inhibitors of AMA1-RON; Towards Development of Antimalarial Drug Lead: Primary Screen; Plasmodium falciparum AMA1 (3D7) - RON2 peptide interaction; AlphaScreen AMA1-biotinylated RON2 peptide binding; Potency, µM (top dose mostly 58.2 µM), for the others: top-dose activity change, negative = inhibition, hits mostly inhibitors; actives 0.2% (n = 360,000); AID 720542, 2013;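 further: potency means the concentration at half of the fitted maximal effect; 0% = vehicle wells and -100% = peptide control; nearly all actives have a fitted effect of over 45% in size; some results filed as inactive show a strong effect at the top dose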
#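 AMA1 (3D7) with his tag at 25 nM final met compounds first, then biotinylated RON2 peptide at 25 nM; detection used donor plus acceptor beads, 10 µg/mL apiece, read by AlphaScreen after 30 min at room temperature.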
# LmPK inh = qHTS Assay for Inhibitors of Leishmania Mexicana Pyruvate Kinase (LmPK); Q27686; purified LmPK, Kinase-Glo ATP luminescence, 1 h; Potency, µM (highest dose often 57.5 µM), for the others: at the highest dose activity change, negative = inhibition, hits mostly inhibitors; actives 0.37% (n = 290,000); further: potency means the concentration at half of the fitted maximal effect
# Target sequence (Q27686 whole entry, looked up): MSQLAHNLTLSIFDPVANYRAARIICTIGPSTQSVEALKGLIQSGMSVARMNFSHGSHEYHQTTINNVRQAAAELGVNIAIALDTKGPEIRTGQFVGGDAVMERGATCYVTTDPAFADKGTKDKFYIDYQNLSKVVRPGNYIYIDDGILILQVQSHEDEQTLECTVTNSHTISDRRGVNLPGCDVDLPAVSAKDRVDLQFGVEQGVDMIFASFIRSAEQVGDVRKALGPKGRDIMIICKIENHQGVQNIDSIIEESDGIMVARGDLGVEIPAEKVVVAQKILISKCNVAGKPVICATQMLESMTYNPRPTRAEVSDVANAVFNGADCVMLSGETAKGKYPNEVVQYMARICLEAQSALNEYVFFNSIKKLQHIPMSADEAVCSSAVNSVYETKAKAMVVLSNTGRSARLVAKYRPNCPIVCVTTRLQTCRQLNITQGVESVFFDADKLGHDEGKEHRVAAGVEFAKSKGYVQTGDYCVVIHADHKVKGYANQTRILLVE
#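 Screened at intermediate enzyme activity to detect both inhibitors and activators: LmPK at 0.1 nM, with a 0.5 nM enzyme column as activation reference. PEP 0.5 mM, ADP 0.1 mM; ATP detected by luminescence after 1 h.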
# Active calls of the source: *; ? = inconclusive; . = not tested or not shown; [ ] = dose if it differs, or a comment. Unless noted, the call rests on the fitted dose curve; in most records, active means well fitted curve in the direction sought with a large enough effect; inconclusive means small, poorly fitted or top-dose-only effect, or another doubt; inactive means no such curve, though single readings can be large; an effect the other way counts as inactive or inconclusive. Unless noted, on the % scale 0 is the no-effect control and ±100 the full control effect.
SMILES,AmpC inh no detg,Sm TGR inh,AmpC inh detg,TbPYK inhibitor,HCMV inh,AMA1-RON2 inh,LmPK inh
O=C(CN1C(=O)NC2(CCOc3ccccc32)C1=O)Nc1ccc2c(c1)OCCO2 (stereo unspecified),-21%,5%,?,2%,-5,-20%,4%
O=C(C1CCN(S(=O)(=O)c2cccnc2)CC1)N1CCN(c2ccc(Cl)cc2)CC1,101%[activator],6%,4%,-13%,-90*,4%,2%
CC(=O)c1c(C)[nH]c(C(=O)OCC(=O)NCC(C)C)c1C,4%,12%,1%,2%,-30,6%,1%
CC(=O)C1(O)CCC2C3CCC4CC(=O)CCC4(C)C3C(=O)CC21C (stereo unspecified),.,.,.,-7%,-4,7%,.
CC(=O)n1cc([C@H]2C=C(C(=O)Nc3ccccc3)O[C@@H](OCCCCO)C2)c2ccccc21,159%[activator],-10%,-7%,0%,0,-7%,8%
COc1ccccc1NC(=O)c1cc(OC)c(OC)cc1[N+](=O)[O-],-14%,1%,-8%,3%,11,-5%,-1%
CC(CCc1ccccc1)NC(=O)c1cccc([N+](=O)[O-])c1 (stereo unspecified),-26%,-7%,-10%,1%,-30,0%[2.32 µM],0%
Cc1ccc(OCCSc2ncnc3sc(C)c(C)c23)cc1C,-7%,5%,0%,0%,-24,-6%,-2%
Cc1ccc(N=Nc2ccc(O)c(P(=O)(c3ccccc3)c3ccccc3)c2)cc1,-50%,2%,2%,2%,-27,0%,1%
CCN1CCN(C(=O)c2cccc(OC3CCN(S(=O)(=O)N(C)C)CC3)c2)CC1,38%[activator],3%,5%,2%,29,6%,-12%
CCOC(=O)C1=C(N)c2ccccc2CC1C(C)C (stereo unspecified),-10%,1%,1%,-9%,23,14%,2%
Cc1ccc(NC(=O)COC(=O)[C@H](C)N2C(=O)C3CC=CCC3C2=O)cc1S(=O)(=O)N(C)C (stereo partly specified),22%,2%,-15%,5%,4,11%,-3%
CC(c1nc2ccccc2[nH]1)N(C(=O)Cc1csc2ccccc12)c1cccnc1 (stereo unspecified),.,.,.,-2%,10,-4%,.
CNC(=O)c1nnn(Cc2ccccc2)c1NC(C)=O,-16%,-6%,-6%,4%,13,-1%,-4%
O=C(NCCCl)Nc1cc([N+](=O)[O-])ccc1Cl,-35%,-7%,-1%,2%,-29,-23%,9%
COc1ccc(NC(=O)Nc2cccc3c2O[C@H](CN(C)C(=O)Nc2ccc(OC)cc2)[C@@H](C)CN([C@H](C)CO)C3=O)cc1,178%[activator],.,.,-3%,9,4%,.
CCCSc1ccc([C@@H]2[C@H]3C(=O)N(C)C(=O)[C@H]3[C@]3(C(=O)OC)CCCN23)cc1OC,185%[activator],.,.,-1%,10,-4%,.
COc1ccc(C(=O)CSc2ccc(-c3ccc(C)cc3)nn2)cc1,-34%,-5%,?,-4%,-14,-7%,2%
Cn1c(=O)c2c(ncn2CCOc2ccc(F)cc2)n(C)c1=O,-13%,5%,3%,7%,-31,-13%,0%
NC(=O)c1ccccc1NC(=O)CSc1nc2c(c(=O)[nH]1)CCCC2,-23%,0%,6%,-4%,-17,-12%,-19%
COc1cc(OC)nc(C(NC(=O)C2CCN(Cc3ccc(N(C)C)cc3)CC2)c2ccc(F)cc2)n1 (stereo unspecified),.,.,.,-4%,16,-5%,.
COc1ccc(-c2n[nH]c3c2C(c2ccc(O)cc2)N(c2ccc(Br)cc2)C3=O)cc1 (stereo unspecified),.,-14%,1%,-1%,-21,.,.
O=C(CSc1ncnc2ccccc12)NCCCO,-4%,0%,4%,-6%,-32,14%,-3%
Cc1ccc(-c2noc(-c3ccccc3C(=O)NCc3ccco3)n2)cc1,1%,?,3%,-22%,31,-10%,0%
Oc1c(Br)cc(Br)cc1-c1nc2ccccc2s1,.,45µM*,3%,-6%,29,.,.
# (further entries)
SMILES,AmpC inh no detg,Sm TGR inh,AmpC inh detg,TbPYK inhibitor,HCMV inh,AMA1-RON2 inh,LmPK inh
Cc1noc(C)c1S(=O)(=O)NC1CCN(Cc2ccccc2)CC1,-2%,-1%,?,-2%,28,-4%,-12%
C/C(=N\NC(=O)c1ccccn1)c1ccc(Cl)cc1,-17%,-4%,1%,-7%,-17,55%[activator],?
CC(C)[C@@H](C(=O)NCc1ccco1)N1C(=O)N2CCc3c([nH]c4ccccc34)[C@@]2(C)C1=O,29%,-31%,6%,-24%,41,-17%,-11%
O=C(O)c1ccc(-c2ccccc2)[nH]c1=O,0%,-8%,0%,-18%,-2,5%,-8%
CCOc1ccc(NC(=S)N2CCCCCC2)cc1,0%,-3%,-7%,-2%,-11,-5%,-1%
O=S(=O)(NCc1ccccc1)[C@@H]1CC2C=CC1C2 (stereo partly specified),-15%,-5%,-7%,-4%,-10,10%,.
CC(C)(C)OC(=O)N[C@@H](C(=O)OC(C)(C)C)c1ccc(Br)cc1,4%,-6%,1%,-4%,-26,15%,.
COc1ccc(CNc2nc(-c3ccco3)nn2C(=O)c2ccccc2C)cc1,.,0%,-7%,2%,72,.,.
O=S(=O)(NC1=NCCCCC1)c1ccc(Cl)cc1Cl,-11%,-17%,?,1%,-18,8%,.
CN1CCN(c2nc(Nc3ccc(O)cc3)nc3ccccc23)CC1,-6%,0%,?,-1%,27,-5%,-1%
C#CCN(C[C@H]1[C@H](OC(=O)NCC2CCCCC2)[C@H](OC(=O)NCC2CCCCC2)C[C@@H](C(=O)OC)[C@H]1C(=O)OC)S(=O)(=O)c1ccc(C)cc1,.,.,.,-7%,-8,30%[activator],.
O=C(Nc1nnc(CCN2CCCCC2)s1)c1ccccc1Cl,-21%,1%,0%,0%,-35,-13%,-1%
O=C(CN1CCN(C(c2ccccc2)c2ccccc2)CC1)N1CCOCC1,79%[activator],-12%,?,18%,-8,9%,-5%
O=C(CN1C(=O)CCc2cc(S(=O)(=O)N3CCOCC3)ccc21)NCc1ccccc1,.,-2%,3%,3%,8,.,.
COc1ccc(OC)c(/C=N/NC(=O)Cn2ccnc2C)c1,-8%,17%,-7%,0%,7,-3%,4%
OCCNc1nc2ccccc2nc1NCCO,-13%,15%,-11%,-11%,8,-3%,1%
CC(NC(=O)c1cccc2ccccc12)c1ccc2c(c1)CCCC2 (stereo unspecified),-41%,1%,-14%,-2%,-20,0%,-2%
O=C(NCCCN1CCCC1)c1ccc2c(c1)N(Cc1cccc(Cl)c1)C(=O)c1ccccc1S2(=O)=O,.,.,.,-7%,-35,-1%,.
COc1ccc2c(c1)OCC1=C2CCC2(C)C(=O)CC=C12 (stereo unspecified),-33%,20µM*,-19%,.,.,.,-9%
COc1ccccc1NC(=O)CCn1nc(-c2ccccc2)c2ccccc2c1=O,.,-5%,-2%,3%,-39,.,.
CCOC(=O)c1[nH]c2ccc(OC)cc2c1NC(=O)CN1CCSCC1,-6%,-1%,-3%,5%,14,?,-3%
Cc1nnc(NC(=O)C2CC(=O)N(c3ccccc3)C2)s1 (stereo unspecified),-10%,1%,-9%,-11%,6,-3%,-4%
Cc1ccc(C(=O)CSc2nnc(COc3ccccc3)o2)cc1,-39%,3%,-2%,-3%,-37,18%,1%
O=C(c1ccc(NS(=O)(=O)c2ccc(Cl)cc2)cc1)N1CCOCC1,-31%,6%,-7%,-2%,-17,-12%,1%
CCc1ccc(NC(=O)C2CCC(CNS(=O)(=O)c3ccc4c(c3)CC(C)N4C(C)=O)CC2)cc1 (stereo unspecified),.,-4%,2%,5%,29,.,.
# Additional records follow.
SMILES,AmpC inh no detg,Sm TGR inh,AmpC inh detg,TbPYK inhibitor,HCMV inh,AMA1-RON2 inh,LmPK inh
CCOC(=O)c1cccc(Nc2c3c(nc4ccccc24)CCC3)c1,.,16%,4%,1%,-27,.,.
Cc1cc(Cl)ccc1NC(=O)C1CCCN1S(=O)(=O)c1ccc2c(c1)CCCC(=O)N2 (stereo unspecified),.,-2%,1%,-4%,-35,.,.
CC(C)n1c2ccccc2c2nnc(SCC(=O)Nc3ccccc3C(=O)O)nc21,-4%,-1%,6%,1%,-33,-4%,-1%[11.5 µM]
CCOC(=O)C1(CC2CCCCO2)CCN(Cc2nccn2-c2cccc(C)c2)CC1 (stereo unspecified),114%[activator],7%,8%,0%,14,31%[activator],1%
CCOC(=O)C1(CC2CCCCO2)CCN(S(=O)(=O)c2c(C)nn(C)c2C)CC1 (stereo unspecified),93%[activator],-8%,-1%,0%,14,18%,13%
COc1ccc(-n2c(=O)[nH]c3ccccc3c2=O)c(OC)c1,-12%,-9%,-5%,-6%,-16,-13%,7%
CSc1ccc(/C=C(/NC(=O)c2ccc(C)cc2)C(=O)Nc2cccc(C)c2)cc1,-21%,-7%,-3%,-5%,-1,0%,1%
O=C(c1ccc(F)cc1)N1CCCC(C(=O)N2CCN(c3ccccc3)CC2)C1 (stereo unspecified),37%,0%,-1%,1%,6,-7%,-1%
O=S(=O)(Nc1ccc2c3c(cccc13)CC2)c1ccc(F)cc1,-29%,0%,-12%,-2%,-61*,-4%,-1%
O=S(=O)(NCc1ccc(Cl)cc1)c1cccc2cccnc12,-11%,-1%,3%,1%,-38,0%,-4%
N#CC1(NC(=O)CSc2n[nH]c(-c3ccccc3)n2)CCCCC1,-23%,1%,0%,-13%,-17,-6%,.
CCOC(=O)CC(NC(=O)CCc1c(C)nc2c(-c3ccccc3)c(C)nn2c1C)c1ccc(C)cc1 (stereo unspecified),.,20%,14%,0%,-19,.,.
O=C(CSc1ccc(Cl)cc1)Nc1nnc(-c2cccc([N+](=O)[O-])c2)s1,-16%,45µM*,?,-1%,-36,40%[activator],1%
